Screens (PubChem)
Shn3 3UTR inh: reduces Shn3 3'UTR luciferase signal in osteoblasts; inhibition, % at 12.5 µM; Clone20 osteoblast Shn3 3'UTR firefly luciferase, 24 h; AID 588674; hit rate 0.52% among 360,000;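 active = mean inhibition of at least 75% with every replicate also reaching 75%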;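 also: 0% = median of neutral control wells and 100% = pilot-screen positive control compound; some compounds past the cut are filed as inactive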
NR2E3 ag-1: activates human NR2E3 receptor. Q9Y5X4. CHO-S Gal4-NCOR/VP16-NR2E3 two-hybrid, luciferase. inhibition of corepressor binding, % at 3.98 µM. hit rate 0.35% among 360,000. AID 602229;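 active = inhibition above the mean of all tested compounds plus 3 SD, cut at about 70% in these data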;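 also: 0% = DMSO with NR2E3 transfected cells and 100% = cells lacking NR2E3 construct; higher means lower luciferase signal from less NR2E3 corepressor binding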
Target sequence (Q9Y5X4 whole entry, looked up, the tested form may be a part): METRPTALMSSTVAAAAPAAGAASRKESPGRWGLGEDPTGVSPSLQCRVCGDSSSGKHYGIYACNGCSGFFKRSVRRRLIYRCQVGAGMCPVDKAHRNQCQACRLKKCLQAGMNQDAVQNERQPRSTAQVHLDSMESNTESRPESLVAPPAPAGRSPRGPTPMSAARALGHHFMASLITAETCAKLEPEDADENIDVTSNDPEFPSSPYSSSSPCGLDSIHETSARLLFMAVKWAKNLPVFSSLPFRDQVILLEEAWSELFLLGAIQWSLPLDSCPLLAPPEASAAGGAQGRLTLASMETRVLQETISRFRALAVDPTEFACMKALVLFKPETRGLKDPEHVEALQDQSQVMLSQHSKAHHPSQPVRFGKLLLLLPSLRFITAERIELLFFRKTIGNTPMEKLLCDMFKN
KKLEB tox: counter-screen for CF NF-kB inhibitors: cytotoxicity; KKLEB CF airway cells viability, ATPlite luminescence, overnight; hits give low values; cells stimulated with P. aeruginosa culture filtrate; activity change (cytotoxicity), % at 5 µM; hit rate 0.36% among 360,000;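 active = corrected activity change at or below -50% at 5 µM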
HIF-2a block: blocks HIF-2a reporter activity. inhibition, % at 18.8 µM. 786-0 RCC cells HIF-2a reporter, luciferase luminescence, overnight. hit rate 0.72% among 360,000;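 active = inhibition of the luminescence signal of 40% or more relative to plate controls, in a single-dose primary screen at 18.75 µM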
aDG glyco act: alpha-DG glycosylation activation | Pro5-aDG cells, alpha-DG glycosylation AlphaScreen (IIH6); 0% Pro5, 100% B10-LARGE cell signal | activation, % at 10 µM | hit rate 0.22% among 360,000 | AID 624168;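 active = activation of at least 8% versus controls, or a plate z-score of at least 8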;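 also: Pro5 are CHO cells carrying HIG-tagged alpha-DG that lacks glycosylation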
MITF TRPM1 inh: reduces MITF-dependent TRPM1 promoter luciferase signal | AID 488899 | inhibition, % at 12.5 µM | hit rate 0.83% among 330,000 | SK-MEL-5 TRPM1 promoter luciferase, 24 h;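 active = mean inhibition across replicates of 60% or more, whatever share of single replicates reaches that level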; also: values of inactives mirror those of a sister screen read the other way
Peg3 prom inh: inhibitors of Peg3 promoter | HeLa PEG-Prom luciferase reporter, luminescence, overnight | inhibition, % at 20 µM | hit rate 1.7% among 360,000 | AID 588405;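 active = inhibition of at least 50% at 20 µM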
NR2E3 ag-2: agonists of human nuclear receptor NR2E3; GST-NR2E3/biotin-RetCOR TR-FRET, 1536-well; inhibition of corepressor binding, % at 4.78 µM; hit rate 0.12% among 320,000; AID 2300;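 active = percent inhibition above the cutoff of mean plus 3 SD of all tested compounds, set per screening campaign, cut at about 20% in these data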;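 also: 0% = DMSO wells and 100% = biotin wells as full block of FRET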
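System: GST-tagged NR2E3 plus biotinylated RetCOR corepressor; Amount: 1.35 nM GST-tagged NR2E3 final; Dosing: single nominal compound dose of 4.8 µM; Schedule: 5 h incubation at 4 °C; Technique: TR-FRET with europium anti-GST and streptavidin-D2, 340 nm excitation; Controls: biotin wells as high control, 0.6% DMSO wells as low control.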
iPSC survival up: enhancers of human iPSC single-cell survival; hiPSC single-cell survival, ATPlite luminescence; 100% = ROCK inhibitor wells, 0% = DMSO; survival enhancement, % at 20 µM; hit rate 0.044% among 360,000; AID 602274; in the data active = survival enhancement above about 18%;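 also: cells exposed to compounds for 16 hours before the ATP read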
CF NFkB inh: cystic fibrosis NF-kB activation inhibition. KKLEB NF-kB-GFP reporter, PAF-induced, GFP fluorescence overnight. inhibition, % at 5 µM. hit rate 0.86% among 360,000. AID 588850;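 active = at least 50% inhibition at 5 µM, scaled per plate between neutral and stimulator controls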;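 also: PAF is a Pseudomonas aeruginosa culture filtrate used as stimulus; plate controls were PAF-stimulated DMSO wells for no effect and unstimulated DMSO wells for full effect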
TWEAK-Fn14 inh: inhibitors of TWEAK-Fn14 interaction signaling; inhibition, % at 10 µM; TWEAK-stimulated Fn14 reporter cells, luciferase luminescence, 8 h; hit rate 2% among 360,000; AID 1159606; in the data active = inhibition above about 50%
* = called active by the depositor; . = no result given.

SMILES | Shn3 3UTR inh | NR2E3 ag-1 | KKLEB tox | HIF-2a block | aDG glyco act | MITF TRPM1 inh | Peg3 prom inh | NR2E3 ag-2 | iPSC survival up | CF NFkB inh | TWEAK-Fn14 inh
Cc1nc2nc(-c3cccnc3)[nH]n2c(=O)c1C | -27 | -20 | 2 | 15 | -0.1 | 4 | 20 | -1 | 0.1 | -14 | -14
COc1ccccc1-c1csc(C(C)(O)c2cccc(F)c2)n1 (stereo not given) | 4 | 9 | 3 | 3 | -0.4 | . | 0 | . | -0.3 | -20 | -3
Cc1cc(OCC(F)(F)C(F)(F)C(F)(F)C(F)(F)C(F)(F)C(F)F)nc(N)n1 | 6 | -4 | -1 | 15 | 0.2 | 12 | 3 | 4 | 0.1 | 12 | 1
Cc1cc(C)c(-c2noc(C(=O)OC(C)(C)C)c2C(=O)OC(C)(C)C)c(C)c1 | 9 | 6 | 11 | 21 | 0.2 | 6 | 13 | 5 | 1.6 | 3 | 1
C#CCCOC(=O)N1C2=NC(C(=O)OC)=C(C(=O)OC)[C@@H]3N(C)c4ccccc4[C@]23C[C@H]1C(=O)OC | -19 | 4 | -13 | -2 | 0.0 | 7 | -12 | 2 | -0.3 | 11 | 0
Cc1cccc(OCC(=O)OC2CCN(C)CC2)c1 | 0 | -12 | 5 | 2 | -0.1 | 4 | 11 | 0 | -1.9 | -4 | -18
O=C(COC(=O)c1cccc(Br)c1)Nc1cccc2c1C(=O)c1ccccc1C2=O | -47 | -49 | -17 | -119 | 0.0 | -25 | -274 | 1 | -1.4 | -2 | -51
Cc1ccc(C(=O)CSc2nnc3c4ccccc4nc(Cc4ccccc4)n23)cc1 | 18 | -17 | -2 | 11 | 0.9 | -4 | 4 | -2 | 0.8 | 8 | 26
NC(c1ccc(F)c(F)c1)c1nc(-c2ccc3ccccc3c2)cs1 (stereo not given) | -34 | -78 | -4 | -203 | -0.2 | . | -256 | . | -1.2 | -16 | -12
O=C(Nc1nccs1)c1ccc(COc2ccccc2Br)o1 | -26 | 28 | 8 | -271 | 0.8 | -56 | -194 | -1 | 0.5 | 0 | 24
COc1ccc(N2CCN(C(=O)CCNS(=O)(=O)c3ccccc3)CC2)cc1 | 0 | -20 | 2 | 5 | -0.2 | 10 | 5 | -1 | -0.5 | -6 | 2
Cc1cc(CN(C)C(=O)c2ccc(OC3CCN(Cc4ccccn4)CC3)cc2)on1 | -3 | 19 | 11 | -4 | 1.0 | 10 | -3 | 0 | 0.2 | -23 | -20
COc1cc(NC(=O)COC(=O)/C=C/c2ccc(O)c(OC)c2)cc(OC)c1 | 2 | -3 | 14 | 6 | 0.1 | 7 | 14 | 2 | -0.3 | -11 | 1
Cc1cc(-n2ccnc2)n2c(nc3ccccc32)c1C#N | -60 | 1 | 7 | 25 | 0.1 | -3 | -3 | 3 | -0.5 | -18 | -10
Cc1ccc(C(=O)NCC(=O)OCC(=O)NC(C)c2ccccc2)s1 (stereo not given) | -8 | 2 | 2 | 19 | -0.1 | -1 | 6 | 4 | -0.2 | -4 | 18
O=C(CSCCN1C(=O)c2ccccc2C1=O)Nc1ccc2ccccc2c1 | -20 | 25 | -9 | 0 | -0.1 | 13 | 2 | -3 | 1.6 | 5 | -6
Cc1ccc([C@@H]2C[C@H]3[C@@H](CN2S(=O)(=O)c2ccc(Cl)cc2)C(=O)C[C@@H](c2cccc4ccccc24)N3S(=O)(=O)c2ccc(C)cc2)cc1 | 8 | -14 | 6 | 4 | -0.3 | . | 6 | . | -0.7 | -9 | 1
CCOc1ccc(OCC)c(-c2c(=O)n(OCc3ccccc3Br)c3ccccc3[n+]2[O-])c1 | 46 | -18 | 16 | 13 | -0.1 | 0 | 10 | -1 | 4.5 | -13 | 31
COc1cc(CC(=O)Nc2nc(C)cs2)cc(OC)c1OC | 13 | 10 | -16 | 14 | 0.2 | 15 | 7 | -1 | 0.9 | -3 | 15
CC(=O)C[C@@H](O)CC(=O)[C@@H]1OC(=O)CC/C=C\Cc2ccccc21 | -20 | -7 | -7 | 5 | 0.0 | . | 15 | 6 | -1.9 | 11 | 15
O=C(c1ccc(N2CCOCC2)c([N+](=O)[O-])c1)N1CCN(Cc2ccccc2)CC1 | 11 | 5 | 1 | 13 | -0.2 | -10 | 1 | 5 | 0.3 | -4 | 12
COc1ccc(/C=C/C(=O)NCCSCc2ccco2)cc1OC | 2 | -10 | 0 | 7 | -0.1 | 4 | 1 | 3 | -0.1 | 5 | -13
CCn1nnnc1NCc1ccc(OCc2ccc(F)cc2Cl)c(OC)c1 | 7 | 24 | 6 | 5 | -0.1 | 4 | 17 | 4 | -0.5 | -34 | -9
COc1cc(C2C(C#N)=C(N)N(Nc3ccccc3)C3=C2C(=O)CC(C)(C)C3)ccc1OCc1cccc(F)c1 (stereo not given) | 24 | -16 | 5 | -2 | -0.1 | 12 | 25 | 4 | 2.1 | -21 | -51
Cc1ccc(S(=O)(=O)C2(C(=O)Nc3cccc(F)c3)CC2)cc1 | 8 | 1 | -2 | 10 | 0.0 | . | -4 | 2 | 2.1 | 6 | -20
COc1ccc(N2CCN(C(=O)CSc3nnc4n3C(C)(C)Cc3ccccc3-4)CC2)cc1 | 25 | 4 | 0 | 3 | 0.2 | 12 | 17 | 0 | 1.3 | -6 | 10
CCOc1ccc(NC(=O)CNC(=O)c2cccs2)cc1 | -8 | -2 | -2 | -95 | 0.0 | -8 | -56 | -2 | -0.9 | 11 | -1
Cc1sc(NC(=O)C(C)C)c(C(=O)Nc2ccccc2)c1C | 20 | -17 | 4 | 4 | 0.1 | 0 | 25 | -2 | 5.3 | 5 | 1
Cc1ccc(S(=O)(=O)n2cc(-c3ccccc3)c3ccccc32)cc1 | 19 | 3 | -12 | 0 | -0.2 | 46 | -8 | 1 | -2.4 | 53* | 14
COc1ccc(S(=O)(=O)N2CCC[C@H]2C(=O)N2CCC[C@H]2C(=O)NCc2ccc(F)cc2F)cc1C | . | -19 | . | 7 | -0.3 | . | . | . | -1.2 | . | 10
COc1ccc(CCC(=O)Nc2c(-c3ccc(N(C)C)cc3)[nH][nH]c2=O)cc1 | 12 | -30 | 6 | -14 | -0.2 | . | 9 | . | 1.7 | 28 | 16
Cc1ccc(NC(=O)c2ccc3snnc3c2)cc1 | -32 | -51 | 24 | -252 | 0.3 | -49 | -255 | 2 | -0.3 | -11 | 2
Cc1ccc(-c2nn(CC(=O)N3CCOCC3)c(=O)c3ccccc23)cc1S(=O)(=O)N(C)C | -7 | 12 | -3 | 9 | -0.2 | 5 | -5 | -2 | -0.3 | 18 | 2
COc1c(C)cc(NC(=O)c2ccc3c(c2)NC(=O)CO3)cc1C | -30 | -14 | 0 | -1 | -0.4 | 4 | -3 | -2 | 0.4 | -26 | 7
Nc1nonc1-n1nnc(C(=O)N/N=C/c2cccc(Cl)c2)c1-c1ccc2c(c1)OCO2 | 8 | -22 | -2 | -6 | -0.2 | -14 | 41 | -4 | 0.2 | 12 | -4
O=C(OCC(=O)c1c[nH]c2ccccc12)c1cncc(Br)c1 | -22 | -13 | -3 | -2 | 0.1 | 10 | -31 | . | -1.5 | 10 | 9
COc1cc(C(=O)NC(=S)Nc2ccccc2N2CCOCC2)cc(OC)c1OC | 7 | -11 | -6 | -8 | -0.5 | 10 | 24 | 1 | 0.8 | -1 | 9
COc1ccc(NC(=S)N/N=C2/CCCc3c(C)cc(C)cc32)cc1 | 15 | -15 | -18 | 7 | -0.2 | 10 | 29 | 2 | -1.4 | 22 | -14
CSCCC(C(=O)OCC(=O)c1ccc(C)c(C)c1)N1C(=O)c2ccccc2C1=O (stereo not given) | 8 | -3 | -10 | 8 | 0.2 | 1 | 2 | -2 | 0.7 | 16 | 29
C/C(=N/NC(=O)CN1CCN(S(=O)(=O)c2ccc(Br)cc2)CC1)c1cccnc1 | 8 | -1 | -5 | 30 | -0.2 | 9 | 6 | -1 | -1.8 | -3 | 3
CC1(C)Cc2cccc(OCC(=O)NCc3ccc(F)cc3)c2O1 | 9 | 4 | 2 | 5 | 0.1 | -2 | 11 | 3 | 0.8 | 12 | -16
CC(Oc1cc2oc(=O)c3c(c2cc1Cl)CCCC3)C(=O)NCc1cccnc1 (stereo not given) | -85 | -15 | 6 | 1 | -0.2 | 9 | 16 | 3 | -0.5 | 6 | 1
O=C(NCCCN1CCCC1)c1cc2c(Cl)nc3ccccc3c2s1 | 8 | 7 | -1 | 17 | 0.6 | -4 | 7 | 4 | -2.8 | -22 | -44
CCC(C)N1C(=O)S/C(=C/c2ccc3c(c2)n(C)c(=O)n3C)C1=O (stereo not given) | 16 | 30 | -9 | -168 | -0.4 | -26 | -66 | -4 | -1.2 | -41 | -3
COC(=O)C(C)n1cnc2c(nnn2Cc2ccc(Cl)cc2)c1=O (stereo not given) | -1 | 8 | 2 | -9 | 0.2 | -5 | 15 | -2 | -1.0 | -5 | 0

Structural class, the compounds so far with an NH in an aromatic ring
SMILES | Shn3 3UTR inh | NR2E3 ag-1 | KKLEB tox | HIF-2a block | aDG glyco act | MITF TRPM1 inh | Peg3 prom inh | NR2E3 ag-2 | iPSC survival up | CF NFkB inh | TWEAK-Fn14 inh
Cc1nc2nc(-c3cccnc3)[nH]n2c(=O)c1C | -27 | -20 | 2 | 15 | -0.1 | 4 | 20 | -1 | 0.1 | -14 | -14
COc1ccc(CCC(=O)Nc2c(-c3ccc(N(C)C)cc3)[nH][nH]c2=O)cc1 | 12 | -30 | 6 | -14 | -0.2 | . | 9 | . | 1.7 | 28 | 16
O=C(OCC(=O)c1c[nH]c2ccccc12)c1cncc(Br)c1 | -22 | -13 | -3 | -2 | 0.1 | 10 | -31 | . | -1.5 | 10 | 9

Additional records follow.
SMILES | Shn3 3UTR inh | NR2E3 ag-1 | KKLEB tox | HIF-2a block | aDG glyco act | MITF TRPM1 inh | Peg3 prom inh | NR2E3 ag-2 | iPSC survival up | CF NFkB inh | TWEAK-Fn14 inh
C=CCC[C@@H](Cc1ccc(F)cc1)C(=O)OC[C@@H](Cc1ccccc1)NC(=O)[C@H](CC=C)CC(=O)NCCO | 8 | -13 | 1 | 6 | -0.1 | -3 | 42 | . | -0.4 | -11 | 29
CCc1ccc(C(=O)CSc2nc3ccccc3c(=O)[nH]2)cc1 | -22 | -19 | 2 | -58 | 0.5 | 9 | -2 | -3 | 1.9 | -5 | 28
COc1ccc(CNC(=O)N2CCN(c3ccccc3OC)CC2)cc1 | 3 | -12 | -14 | -4 | 0.1 | 7 | -5 | 0 | 0.5 | 22 | 37
Cc1ccc(S(=O)(=O)N2CCN(c3cnn(-c4ccccc4)c(=O)c3Cl)CC2)cc1 | 1 | -23 | 14 | 16 | 0.0 | -13 | 3 | 1 | 3.5 | -3 | -6
NNc1nc(-c2ccccc2Cl)c2cc(Br)ccc2n1 | 8 | 16 | -4 | 33 | -0.2 | 7 | 10 | 2 | -0.6 | -10 | 28
COc1ccc([C@H]2CC(=O)C=C(c3ccc(CNC(=O)OC(C)(C)C)cc3)C2)cc1 | 43 | 10 | 9 | -9 | 1.4 | 10 | 21 | 1 | -0.6 | 5 | 38
